Source: PubChem BioAssay
Rab2A wt mod: modulators of GTP binding to Rab2A wildtype, primary screen, biochemical, dog, bead-based flow cytometry, multiplex; GTP binding activity, % at 10 µM; actives 0.19% (n = 190,000); Ras-related protein Rab-2A (Canis lupus familiaris), P61105; GST-Rab2 wt beads, Bodipy-GTP binding;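 active = GTP binding activity at least 20 points away from 100%, either lowered or raised; inconclusive = signal likely due to the compound's own green fluorescence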;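 note: 0% = beads with excess unlabeled GTP and 100% = no-compound control corrected for plate trend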
GSH bead fluor: compound fluorescence on glutathione beads, profiling panel, artefact control, biophysical, 488/530 nm, flow cytometry | GSH beads flow cytometry, compound fluorescence 488/530 nm; hits give high values | fluorescence (KMESF) at 10 µM | actives 0.25% (n = 190,000); in the data active = fluorescence above about 89;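 note: glutathione beads carrying GST-tagged Bcl family fusion proteins plus one bare bead set; values are compound well signal with DMSO vehicle wells as background; inactives centre near 16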
Rab7 wt GTP bind: modulators of GTP binding to Rab7, primary screen, biochemical, wildtype, multiplex bead flow cytometry; AID 758, 2007; Rab7 GTPase wild type (dog), Bodipy-FL-GTP binding; GST-Rab7 beads, fluorescent GTP binding; actives lie on both sides; untreated = 100%, excess cold GTP = 0%; GTP binding activity (percent of control), % at 10 µM; actives 0.055% (n = 190,000);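 active = fluorescent GTP binding to Rab7 beads changed by at least 20 points from the 100% baseline, either direction, mostly lower; inconclusive = compound itself probably fluorescent, or too few beads counted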;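 note: median green fluorescence of bound Bodipy-FL-GTP per Rab7 bead population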
Cdc42 wt GTP: modulators of GTP binding to wildtype Cdc42, primary screen, biochemical, multiplex bead flow cytometry, Bodipy-GTP | Cell division control protein 42 homolog (Homo sapiens), P60953 | GST-Cdc42 beads; actives lie on both sides | percent activity (GTP binding), % at 10 µM | actives 0.2% (n = 190,000) | AID 761, 2007;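 active = percent activity GTP binding at least 20 points away from the 100% baseline, either down as inhibitor or up as activator; inconclusive = compound flagged as likely green fluorescent from well-wide comparison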;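 note: median bead fluorescence of bound Bodipy-FL-GTP at 100 nM; 0% = excess unlabeled GTP control and 100% = no compound control; below 100% means less GTP binding so inhibitor and above means activator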
Target sequence (P60953 whole entry, looked up): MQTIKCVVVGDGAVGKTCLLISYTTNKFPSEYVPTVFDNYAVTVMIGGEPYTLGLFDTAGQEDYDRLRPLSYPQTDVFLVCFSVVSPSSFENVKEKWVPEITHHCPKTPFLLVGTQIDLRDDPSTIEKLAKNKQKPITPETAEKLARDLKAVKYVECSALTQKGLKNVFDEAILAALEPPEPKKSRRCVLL
Mcl1 Bid PPI: Mcl-1/Bid binding inhibitors, primary screen, biochemical, TR-FRET, 1536-well; Induced myeloid leukemia cell differentiation protein Mcl-1 (Homo sapiens), Q07820; TR-FRET Mcl-1/Bid-Dy647 peptide binding; inhibition, % at 21.7 µM; actives 0.97% (n = 220,000); AID 1021, 2008;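 active = compounds that cut the binding signal by more than half at the single screening dose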;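 note: His-tagged Mcl-1 with europium anti-His antibody binding Bid BH3 peptide; 0% = Mcl-1 plus peptide wells and 100% = peptide-only wells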
Target sequence (Q07820 whole entry, looked up): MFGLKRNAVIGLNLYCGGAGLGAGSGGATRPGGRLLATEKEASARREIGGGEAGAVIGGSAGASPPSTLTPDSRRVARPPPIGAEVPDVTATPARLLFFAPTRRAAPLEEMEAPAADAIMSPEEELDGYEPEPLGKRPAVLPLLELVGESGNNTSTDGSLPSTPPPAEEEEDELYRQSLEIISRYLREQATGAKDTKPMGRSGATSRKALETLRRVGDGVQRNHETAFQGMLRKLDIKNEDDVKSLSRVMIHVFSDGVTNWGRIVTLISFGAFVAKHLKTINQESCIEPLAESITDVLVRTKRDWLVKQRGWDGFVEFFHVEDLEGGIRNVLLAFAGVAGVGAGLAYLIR
Rac1 act GTP bind: GTP binding modulators of activated mutant Rac1, primary screen, biochemical, bead-based flow cytometry, multiplex, fluorescent GTP | GST-Rac1 activated beads; actives lie on both sides; 100% means binding = to untreated wells | percent activity (GTP binding), % at 10 µM | actives 0.11% (n = 190,000);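 active = GTP binding at least 20 percentage points away from the 100% baseline, in either direction, so actives lie on both sides; inconclusive = Compound likely fluorescent itself, or too few beads counted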
Mcl1 Noxa PPI: Mcl-1/Noxa binding inhibitors, primary screen, biochemical, TR-FRET, 1536-well; TR-FRET Mcl-1/Noxa peptide binding, 2 h; actives 1.5% (n = 220,000); inhibition, % at 21.7 µM;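 active = compounds that cut the protein-peptide binding signal by more than 50% relative to plate controls in a single-dose test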;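 note: His-tagged Mcl-1 with rhodamine Noxa BH3 peptide and terbium anti-His antibody; 0% = Mcl-1 plus Noxa peptide wells and 100% = peptide-only wells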
Pf gametocyte: late stage P. falciparum gametocyte viability inhibitors, primary screen, ATP luminescence, HTS. P. falciparum stage V gametocytes, 24 h. actives 0.065% (n = 150,000). inhibition, % at 10.9 µM;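 active = inhibition above the mean plus 3 SD of compounds within the control limits, set per campaign, cut at about 38% in these data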;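 note: 0% = DMSO wells and 100% = medium only without gametocytes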
HRas wt GTP bind: modulators of GTP binding to HRas wildtype, primary screen, biochemical, bead-based flow cytometry, multiplex; GTP binding activity, % at 10 µM; actives 0.14% (n = 190,000); GST-Ras wt beads, Bodipy-FL-GTP binding; actives lie on both sides;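 active = GTP binding activity at least 20% away from the 100% baseline, either lowered as inhibitor or raised as activator; inconclusive = flagged as likely green fluorescent, judged across all proteins in the well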;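 note: 0% = unlabeled GTP competition control and 100% = no-compound control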
Target sequence (P01112 whole entry, looked up): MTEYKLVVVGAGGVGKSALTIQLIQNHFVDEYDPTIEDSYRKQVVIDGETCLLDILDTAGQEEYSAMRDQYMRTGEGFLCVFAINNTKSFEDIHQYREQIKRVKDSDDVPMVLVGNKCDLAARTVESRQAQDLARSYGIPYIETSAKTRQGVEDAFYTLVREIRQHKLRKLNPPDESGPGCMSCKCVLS
Avidin fluor: green autofluorescence of compounds with avidin beads – biophysical, 488/530 nm, flow cytometry, artefact control, profiling panel; compound fluorescence 488/530 nm; hits give high values; fluorescence (KMESF) at 10 µM; actives 0.38% (n = 220,000); AID 1775, 2009; in the data active = fluorescence above about 47; note: inactives centre near 10
Rac1 wt GTP bind: wildtype Rac1 GTP binding modulators, primary screen, biochemical, GST-Rac1 beads, flow cytometry, multiplex | Ras-related C3 botulinum toxin substrate 1 (Homo sapiens), P63000 | fluorescent GTP binding; actives lie on both sides; 0 = cold GTP competed, 100 = untreated | GTP binding activity (% of control), % at 10 µM | actives 0.27% (n = 190,000);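 active = GTP binding activity at least 20 points away from the 100% control level, either lower or higher; inconclusive = compound flagged as likely green fluorescent, judged across all proteins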
* hit, by the source's call; ? = inconclusive; · = no result given.

Values run as follows: Rab2A wt mod, GSH bead fluor, Rab7 wt GTP bind, Cdc42 wt GTP, Mcl1 Bid PPI, Rac1 act GTP bind, Mcl1 Noxa PPI, Pf gametocyte, HRas wt GTP bind, Avidin fluor, Rac1 wt GTP bind
> C/C(=N/NC(=O)c1ccc(O)cc1)c1cccc([N+](=O)[O-])c1
  101, 9, 100, 104, -21, 100, 13, 23, 102, 14, 105
> C=CCNC(=S)NNC(=O)c1ccc(OCCC)cc1
  103, 26, 103, 102, -34, 101, 0, ·, 104, 5, 109
> CCN1CCN(C(=O)C2(NC(=O)Nc3cccc(F)c3)CCCCC2)CC1
  101, 24, 103, 104, -4, 104, -5, ·, 102, 6, 111
> CC(=O)OCC1OC(Nc2cccc(C)c2)C(OC(C)=O)C(OC(C)=O)C1OC(C)=O (stereo not given)
  103, 10, 99, 99, -11, 103, 12, -21, 100, 14, 103
> Cc1ccc(C)c(-n2nnnc2SCC(=O)Nc2cccc(-c3nnc4n3CCCCC4)c2)c1
  97, 15, 94, 103, -5, 99, 13, -15, 100, 13, 106
> O=C(NC1CCS(=O)(=O)C1)c1cccc(S(=O)(=O)N2CCCCC2)c1 (stereo not given)
  101, 35, 101, 102, -10, 101, 11, -8, 104, 17, 105
> O=C(NC(=S)Nc1ccc2c(c1)OCCO2)c1cccc2ccccc12
  98, 20, 98, 99, -12, 97, -2, 15, 99, 5, 102
> CC(C)CCNC(=O)NC(=O)COC(=O)C1=COCCO1
  96, 17, 99, 99, -7, 98, 7, -41, 98, 2, 98
> COc1ccc(NC(C)c2ccccc2)cc1 (stereo not given)
  93, 13, 89, 97, -56, 94, 30, ·, 92, 24, 100
> Cc1ccc(NC(=O)C(=O)NCC2OCCc3ccccc32)cc1 (stereo not given)
  99, 12, 105, 96, -16, 95, 4, -21, 100, 14, 100
> CCCc1c(C)c2cc(C)ccc2[nH]c1=O
  103, 10, 102, 102, 7, 101, 3, ·, 102, 35, 101
> CCOc1ccc(S(=O)(=O)Nc2nccs2)cc1
  92, 14, 99, 90, -37, 93, 1, ·, 94, 11, 94
> COc1ccc(NC(=O)N(CCc2ccccc2)Cc2cc3c(C)cc(C)cc3[nH]c2=O)cc1
  98, 19, 99, 101, -13, 100, -18, -3, 99, 37, 101
> Cc1ccc2[nH]c(=O)c(CN(CCCN3CCOCC3)C(=O)NC3CCCCC3)cc2c1
  102, 13, 102, 99, -17, 100, 27, 10, 101, 12, 102
> CCc1ccc2[nH]c(=O)c(CN(CCCN3CCOCC3)C(=O)Nc3ccc(Cl)cc3)cc2c1
  100, 23, 104, 100, 3, 101, 15, ·, 103, 32, 105
> Nc1c(C(=O)Nc2ccc(F)cc2)sc(=S)n1-c1ccccc1F
  93, 21, 92, 94, -43, 96, 6, -26, 94, 7, 92
> Cc1cccc(CS(=O)(=O)Cc2ccc(C(=O)NCc3cccnc3)o2)c1
  101, 28, 97, 104, -4, 99, 7, ·, 100, 5, 103
> Cc1ccc(-c2cc(C(=O)NCc3ccc4c(c3)OCO4)[nH]n2)c(O)c1C
  99, 25, 102, 97, 0, 97, 13, -20, 99, 11, 98
> CCN(c1ccccc1)S(=O)(=O)c1ccc(NCC2COc3ccccc3O2)nc1 (stereo not given)
  108, 22, 108, 107, -13, 101, -4, -6, 106, 17, 105
> CC(Oc1ccc(Cl)cc1)c1ccnn1S(=O)(=O)c1ccc(Cl)cc1 (stereo not given)
  98, 76, 100, 97, -29, 97, -19, -24, 99, 7, 100

Pulled by structure from the entries so far, 5 records:
Values run as follows: Rab2A wt mod, GSH bead fluor, Rab7 wt GTP bind, Cdc42 wt GTP, Mcl1 Bid PPI, Rac1 act GTP bind, Mcl1 Noxa PPI, Pf gametocyte, HRas wt GTP bind, Avidin fluor, Rac1 wt GTP bind
> Nc1c(C(=O)Nc2ccc(F)cc2)sc(=S)n1-c1ccccc1F
  93, 21, 92, 94, -43, 96, 6, -26, 94, 7, 92
> CC(=O)OCC1OC(Nc2cccc(C)c2)C(OC(C)=O)C(OC(C)=O)C1OC(C)=O (stereo not given)
  103, 10, 99, 99, -11, 103, 12, -21, 100, 14, 103
> Cc1ccc(-c2cc(C(=O)NCc3ccc4c(c3)OCO4)[nH]n2)c(O)c1C
  99, 25, 102, 97, 0, 97, 13, -20, 99, 11, 98
> COc1ccc(NC(=O)N(CCc2ccccc2)Cc2cc3c(C)cc(C)cc3[nH]c2=O)cc1
  98, 19, 99, 101, -13, 100, -18, -3, 99, 37, 101
> CCN(c1ccccc1)S(=O)(=O)c1ccc(NCC2COc3ccccc3O2)nc1 (stereo not given)
  108, 22, 108, 107, -13, 101, -4, -6, 106, 17, 105

More results.
Values run as follows: Rab2A wt mod, GSH bead fluor, Rab7 wt GTP bind, Cdc42 wt GTP, Mcl1 Bid PPI, Rac1 act GTP bind, Mcl1 Noxa PPI, Pf gametocyte, HRas wt GTP bind, Avidin fluor, Rac1 wt GTP bind
> CCCOc1ccc(C(=O)NC(=S)NCc2cccnc2)cc1
  103, 12, 103, 106, -65, 102, -1, -21, 105, 6, 108
> CC[n+]1ccc(C[n+]2ccccc2)c2ccccc21
  102, 6, 103, 103, -31, 101, 23, -2, 102, 12, 105
> CC(=O)Cc1nsc(Nc2ccc(Cl)cc2)n1
  99, 18, 104, 100, -16, 98, 5, -11, 101, 8, 99
> O=C(Nc1ccc2c(c1)OCO2)c1ccc(NC2CC2)c([N+](=O)[O-])c1
  100, 12, 103, 102, -9, 100, -8, 7, 101, 12, 104
> CCOC(=O)N1CCC(NC(=O)c2cc3c(-c4ccc(OC)c(OC)c4)nn(C)c3s2)CC1
  ?, 29, ?, ?, -7, ?, 33, ·, ?, 16, ?
> C=CCNC(=S)NNC(=O)COc1ccc2cc(Br)ccc2c1
  94, 19, 92, 93, -57, 93, -23, 8, 92, 9, 96
> CC1CC(=O)C=C(O)C1C(=O)OC(C)(C)C (stereo not given)
  101, 31, 101, 105, 1, 100, -1, ·, 102, 12, 106
> Cc1ccccc1N(CC(=O)NC1CCCC1)C(=O)c1csnn1
  100, 10, 104, 96, -21, 95, -5, 9, 98, 6, 96
> CC1(C)Cc2c(cnn2-c2ccccc2)-c2c1c1ccccc1n2CC(O)CBr (stereo not given)
  94, 12, 99, 96, -29, 94, -1, 5, 97, 37, 96
> COCCn1c(=NC(=O)c2cccs2)sc2cc(NC(C)=O)ccc21
  102, 11, 104, 103, 5, 100, 10, -11, 103, 11, 105
> CCOC(=O)c1ccc(NC2Nc3cc(C)nn3S2)cc1 (stereo not given)
  97, 13, 101, 95, -9, 96, 39, -14, 96, 9, 96
> O=[N+]([O-])c1cccc(-c2ccc(SCc3ccccn3)nn2)c1
  90, 13, 97, 92, -17, 93, 8, 9, 92, 16, 98
> CC(NC(=O)COc1cc(=O)n(C)c2ccccc12)c1ccc2c(c1)OCCO2 (stereo not given)
  96, 14, 95, 94, -49, 95, 29, -11, 96, 30, 95
> CN(C)Cc1ccccc1COc1ccccc1
  103, 9, 105, 99, -4, 100, 10, -1, 101, 3, 103
> CCCC(=O)Nc1ccc2nc(SCC(=O)N3CCCC3)sc2c1
  95, 12, 92, 101, -21, 100, 9, ·, 95, 11, 101
> COc1cccc(OCCn2c(C)c(/C=N/n3cnnc3)c3ccccc32)c1
  103, 24, 99, 103, -1, 100, 23, -4, 101, 12, 102
> O=c1cc(NCc2ccccc2)nc2n1CCCS2
  101, 25, 103, 95, 1, 98, 10, 6, 100, 3, 103
> O=[N+]([O-])c1cc(S(=O)(=O)N2CCCCCC2)ccc1F
  98, 14, 98, 101, -14, 97, 12, 9, 99, 22, 103
> Fc1ccc(-c2ccnc3nc(N4CCOCC4)nn23)cc1
  98, 24, 100, 100, -16, 98, -19, -32, 100, 4, 102
> COC(=O)C1=C(C)N=C2SC(C#N)=C(N)N2C1c1cccc(OC)c1 (stereo not given)
  101, 23, 97, 101, -62, 96, -4, ·, 99, 14, 100
> Cc1ccc(C(C[N+](=O)[O-])c2c(C)cc3ccccn23)cc1 (stereo not given)
  100, 4, 101, 98, -32, 98, 20, ·, 100, 11, 101
> CC(C(O)C12CC3CC(CC(C3)C1)C2)N1CCCCC1 (stereo not given)
  98, 24, 95, 97, -21, 95, 5, ·, 97, 9, 102
